# ALDH1A1 inh = blocks purified human ALDH1A1 activity; 220,000 compounds, 7.3% hits; AID 1030; Purified ALDH1A1, NADH fluorescence, propionaldehyde substrate; Potency, µM (top dose mostly 75.3 µM), for the others: at the highest dose activity, negative = inhibition, actives largely listed as inhibitors; active = well fitted inhibition curve with a large enough effect, not every such curve was filed as active; inconclusive = small, poorly fitted or top-dose-only effect, or another doubt; inactive = no such curve, though single readings can be large or run the other way;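 note: plate controls were no enzyme wells and a reference inhibitor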
# TR SRC2 fluor cs = counter-screen for TRb-SRC2 inhibitors: fluorescence interference | TRb/SRC2 Texas Red total fluorescence interference | Potency, µM (highest dose often 106 µM), without a hit: at the highest dose fluorescence change, negative = quenching | 280,000 compounds, 0.29% hits; active = well fitted curve in either direction with a large enough effect; inconclusive = small, poorly fitted or top-dose-only effect; note: % is set by controls: 0 for no effect and ±100 for the full control effect
#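 Human TRb ligand-binding domain at 0.6 uM with 20 nM Texas Red SRC2 peptide in Tris buffer containing 1 uM T3 and 5% DMSO, incubated with compound 5 h at ambient temperature. Total fluorescence (555/632 nm) calculated as parallel + 2 × perpendicular.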
# JMJD2E inh = blocks human JMJD2E demethylase activity; Potency, µM (series often up to 57.1 µM), for inactives: at the highest dose activity change, negative = inhibition, hits mostly inhibitors; JMJD2E catalytic domain, FDH-coupled NADH fluorescence (FDH is formaldehyde dehydrogenase); 230,000 compounds, 1.6% hits; B2RXH2; active = well fitted inhibition curve with a large enough effect, not every such curve was filed as active; inconclusive = small, poorly fitted or top-dose-only effect, or another doubt; inactive = no such curve, though single readings can be large or run the other way;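 note: 0% = wells with enzyme and -100% = buffer wells without enzyme; nearly all actives have a fitted effect of over 50% in size; many of its hits are not listed in these tables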
# TRb-SRC2 inh = inhibitors of human thyroid hormone receptor beta-SRC2 interaction. P10828. TRbeta-SRC2 peptide binding, fluorescence polarization; receptor liganded with 1 µM T3. Potency, µM (highest dose often 106 µM), for inactives: at the top dose activity change, negative = inhibition, most hits filed as inhibitors. 280,000 compounds, 0.065% hits. AID 1469;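 note: plate controls were bound peptide for no effect and peptide without receptor for full effect; nearly all actives have a fitted effect of over 50% in size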
# Target sequence (P10828 whole entry, looked up): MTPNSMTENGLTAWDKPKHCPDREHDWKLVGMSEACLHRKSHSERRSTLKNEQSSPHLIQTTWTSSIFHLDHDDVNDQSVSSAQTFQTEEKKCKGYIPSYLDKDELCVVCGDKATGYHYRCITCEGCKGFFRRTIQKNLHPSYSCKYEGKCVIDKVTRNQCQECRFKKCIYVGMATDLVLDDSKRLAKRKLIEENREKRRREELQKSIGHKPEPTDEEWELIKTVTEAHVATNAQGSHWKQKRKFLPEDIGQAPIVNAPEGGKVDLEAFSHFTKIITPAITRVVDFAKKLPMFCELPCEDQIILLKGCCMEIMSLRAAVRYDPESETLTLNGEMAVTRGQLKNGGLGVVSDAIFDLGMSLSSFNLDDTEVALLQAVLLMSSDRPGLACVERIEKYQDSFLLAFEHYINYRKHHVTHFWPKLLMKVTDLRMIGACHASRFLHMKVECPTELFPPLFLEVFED
#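 Human TRb ligand-binding domain (0.6 uM) is mixed with 20 nM Texas Red SRC2 peptide and 1 uM T3; after compound addition and 5 hr at ambient temperature, polarization is measured and normalized to unbound and bound controls.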
# Lamin A splicing = modulators of lamin A splicing. HeLa LMNA splicing GFP/RFP minigene ratio, 48 h. 200,000 compounds, 0.01% hits. Potency, µM (series often up to 46.1 µM), for the others: top-dose ratio change, negative = inhibition, most hits filed as inhibitors. AID 1487; active = well fitted inhibition curve with a large enough effect in the signal ratio, with a control signal flat, not every such curve was filed as active; inconclusive = small, poorly fitted or top-dose-only effect, or effect the other way, or a change in a side signal; the % refers to the signal ratio; note: % is set by controls: 0 for no effect and ±100 for the full control effect
#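 S3 HeLa stable clones carrying a lamin A-EGFP splicing minigene plus DsRed2 were seeded at 600 cells/well in Opti-MEM with 2% FBS, pin-dosed and incubated 48 h at 37°C. Acumen cytometry (488 nm) gave the GFP/RFP total-intensity ratio.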
# SMN2 splice enh = increases expression of the SMN2 splice variant; HEK293 SMN2-luciferase splicing reporter, luminescence, 30-36 h; Potency, µM (series often up to 46.1 µM), inactives show top-dose activity change, positive = activation, actives largely listed as activators; 210,000 compounds, 2.8% hits; AID 1458; note: % of control where 0% means no effect; nearly all actives have a fitted effect of over 55% in size
#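 HEK293 cells carry an SMN2 minigene-luciferase reporter in which exon 7 inclusion puts luciferase in frame. Cells were seeded at 2000 cells/well, attached for 10-12 hours, then exposed to compounds for 30-36 hours at 37C before ONE-Glo luminescence.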
# RECQ1 helicase = blocks DNA unwinding by human RECQ1; P46063; RECQ1 DNA unwinding, red fluorescence kinetic read; Potency, µM (series often up to 57.3 µM), for inactives: top-dose activity, negative = inhibition, actives largely listed as inhibitors; 240,000 compounds, 0.54% hits;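 note: plate controls were vehicle for no effect and no enzyme for full effect; nearly all actives have a fitted effect of over 30% in size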
# Target sequence (P46063 whole entry, looked up): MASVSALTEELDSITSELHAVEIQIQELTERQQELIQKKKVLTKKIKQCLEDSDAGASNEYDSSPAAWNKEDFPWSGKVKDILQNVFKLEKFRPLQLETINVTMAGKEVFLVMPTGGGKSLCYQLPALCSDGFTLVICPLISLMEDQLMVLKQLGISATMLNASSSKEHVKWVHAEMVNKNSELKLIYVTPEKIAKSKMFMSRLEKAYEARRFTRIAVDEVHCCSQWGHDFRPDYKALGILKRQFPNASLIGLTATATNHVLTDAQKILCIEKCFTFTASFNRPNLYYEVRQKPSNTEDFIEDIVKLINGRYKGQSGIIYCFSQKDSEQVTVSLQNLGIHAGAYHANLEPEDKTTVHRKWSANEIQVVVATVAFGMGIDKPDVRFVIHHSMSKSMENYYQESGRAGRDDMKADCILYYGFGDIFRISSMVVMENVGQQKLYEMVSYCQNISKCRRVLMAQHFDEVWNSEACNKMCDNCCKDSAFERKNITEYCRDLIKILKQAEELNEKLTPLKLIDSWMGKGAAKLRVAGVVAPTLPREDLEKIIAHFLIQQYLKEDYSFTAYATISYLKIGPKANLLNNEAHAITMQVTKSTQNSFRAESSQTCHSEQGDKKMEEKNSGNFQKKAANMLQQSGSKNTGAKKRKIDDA
#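 RECQ1T1 50 nM; forked duplex (20 bp + 30-nt ss tails) 200 nM, ATP 2 mM final; pH 8.0, 2 mM MgCl2, 2.5 ug/ml poly(dI-dC); 15 min compound preincubation; discontinuous kinetic read over 2 h at RT.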
# GoLoco inh red = inhibitors of human Gai1-RGS12 GoLoco interaction (red fluorophore); P63096; Potency, µM (titrated, usually from 61.6 µM), without a hit: at the highest dose activity, negative = inhibition, usual class: inhibitors; 230,000 compounds, 0.44% hits; Gai1:RGS12 GoLoco peptide FP, rhodamine, 10 min; active = well fitted inhibition curve with a large enough effect, not every such curve was filed as active; inactive = no such curve, though single readings can be large or run the other way; note: % is set by controls: 0 for no effect and ±100 for the full control effect; nearly all actives have a fitted effect of over 30% in size; many of its hits are not listed in these tables
# Starred values were filed as active, the others as inactive; i = inactive; ? = inconclusive; . = not tested or not shown; [ ] = remark or other dose. Unless noted, calls come from the whole dose curve; as a rule, active = well fitted curve in the direction sought with a large enough effect; inconclusive = small, poorly fitted or top-dose-only effect, or another doubt; inactive = no such curve, though single readings can be large; an effect the other way counts as inactive or inconclusive. Potency is the fitted concentration of half-maximal effect. These rows are one share of the data; rates above refer to the full screens.
SMILES,ALDH1A1 inh,TR SRC2 fluor cs,JMJD2E inh,TRb-SRC2 inh,Lamin A splicing,SMN2 splice enh,RECQ1 helicase,GoLoco inh red
N#CCCN1CCN(S(=O)(=O)c2ccc3c(c2)OCCCO3)CC1,?,0%,-3%,-6%,-6%,-35%,24%,-6%
O=C(Cn1c2[n+](c3ccc(C(F)(F)F)cc31)CCCCC2)c1ccc2c(c1)OCCO2,12%,-4%,-15%,5%,4%[46 µM],-5%,-1%,1%
Cc1oc(-c2ccccc2Cl)nc1CSCC(=O)O,-10%,3%,3%,0%,-3%,-9%,-6%,6%
C=CC(C)(O)CC1[C@@]2(C)CCCC(C)(C)C2CC[C@]1(C)O (some centres not stated),1%,2%,5%,4%,.,-13%,-2%,4%
CCN(CC)S(=O)(=O)c1ccc(NS(=O)(=O)c2ccc(C)c(C)c2)cc1,?,-5%,9%,2%,?,0%,i,3%
CC(C)Cc1ccc(-c2cc(=O)[nH][nH]2)cc1,6%,-1%,-8%,0%,.,0%,i,11%
COc1ccccc1NC(=O)CN1CCN(CC(=O)Nc2ccc(OCc3ccccc3)cc2)CC1,?,-2%,5%,-19%,-2%,-45%[inhibitor],-9%,6%
Cn1c(N)c(C(=O)CSc2ccc3c(c2)OCCO3)c(=O)n(C)c1=O,-11%,-2%,4%,-14%,-5%,-20%,-1%,-3%
COc1ccc(/C=C/C(=O)NC(=S)Nc2cc3oc4ccccc4c3cc2OC)cc1,-2%,-2%[53 µM],0%,11%[53 µM],-25%,19%,-6%,11%
CCOC(=O)C1CCN(C(=O)Cn2cc3c(n2)CCC(C)C3)CC1 (configuration not stated),-6%,2%,-1%,-13%,-5%,-10%,i,-1%
Cc1cc(-c2ccc(N3C(=O)CCC3=O)c(C)c2)ccc1N1C(=O)CCC1=O,6%,0%,11%,2%,9%,-14%,-2%,1%
Nc1ccc(-c2cnc[nH]2)cc1[N+](=O)[O-],.,-3%,8%,0%,.,.,7%,4%
COc1ccc(N(CC(=O)NC2CCCCC2)C(=O)CNC(=O)c2ccco2)cc1,?,-1%,11%,-5%,-2%[46 µM],-19%,11%,10%
Cc1cc(S(=O)(=O)NCCN2CCOCC2)c(C)s1,7%,-3%,5%,-6%,-3%,-1%,-7%,6%
COC(=O)[C@@H](NC(=O)N1CCc2nc(COc3ccccc3)c3c(c2C1)CO[C@@H](C)C3)C(C)C,5%[13.5 µM],-3%[11.2 µM],2%[11.4 µM],1%[11.2 µM],10%[9.22 µM],5%[9.22 µM],6%[11.5 µM],-12%[14.2 µM]

# Some of the entries so far, with bars between the fields:
canonical_smiles | ALDH1A1 inh | TR SRC2 fluor cs | JMJD2E inh | TRb-SRC2 inh | Lamin A splicing | SMN2 splice enh | RECQ1 helicase | GoLoco inh red
Nc1ccc(-c2cnc[nH]2)cc1[N+](=O)[O-] | . | -3% | 8% | 0% | . | . | 7% | 4%
COc1ccc(N(CC(=O)NC2CCCCC2)C(=O)CNC(=O)c2ccco2)cc1 | ? | -1% | 11% | -5% | -2%[46 µM] | -19% | 11% | 10%
Cc1cc(S(=O)(=O)NCCN2CCOCC2)c(C)s1 | 7% | -3% | 5% | -6% | -3% | -1% | -7% | 6%

# Next entries follow.
SMILES,ALDH1A1 inh,TR SRC2 fluor cs,JMJD2E inh,TRb-SRC2 inh,Lamin A splicing,SMN2 splice enh,RECQ1 helicase,GoLoco inh red
COCc1nnc(NC(=O)c2ccc3c(c2)OCO3)s1,?,-2%,5%,-9%,.,14µM*,-9%,-3%
Cc1ccc(-n2c(SCC(N)=O)nnc2-c2cnccn2)cc1,.,-2%,-2%,-7%,.,.,-4%,2%
CCN1C(=O)C(CC(=O)NC)N(NC(=O)c2ccccc2)C1=S (configuration not stated),9%,-2%,8%,-4%,13%,-11%,i,-44%
O=C(/C=C/c1cccc([N+](=O)[O-])c1)Nc1ccc(Cl)cn1,3%,0%,-12%,-4%,.,10%,i,3%
O=C(C1CCCO1)N1CCN(C(=S)Nc2ccc(F)c(Cl)c2)CC1 (configuration not stated),-12%,0%,4%,13%,.,2%,21%,50%[activator]
CCOC(=O)N1CCN(Cc2ccc(F)cc2F)CC1,?,-3%,-22%,-2%,5%,6%,-11%,5%
CCOC(=O)Cc1csc(Nc2c(C)n(C)n(-c3ccccc3)c2=O)n1,3%,-9%,3%,-3%,1%,-11%,i,-4%
CCCC(=O)N1CCN(c2ccc(NC(=O)c3ccc(Br)o3)cc2)CC1,0%,-6%,1%,0%,-19%,-3%,-2%,-4%
CCN1/C(=C/c2ccc3cc(C)cc(C)c3[n+]2CC)Sc2cc(C)ccc21,20µM*,-1%,?,5%,?,-101%[inhibitor],?,129%[activator]
CCn1c(SCC(=O)Nc2cc(C)on2)nc2sc(C)c(C)c2c1=O,3%,2%,8%,3%,-3%,5%,3%,30%
COc1ccc(Cn2c(-c3ccccc3)nc3c(c(=O)c4ccccc4n3C)c2=O)cc1,4%,-1%,3%,-1%,-2%,-41%[inhibitor],-15%,-2%
Cc1[nH]c2ccccc2c1C(=O)CN1CCC(C)CC1,-5%,1%,-2%,2%,9%,-8%,1%,-38%
O=C(COc1ccc(Cl)cc1Cl)N1CCCN(C(=O)COc2ccc(Cl)cc2Cl)CC1,8%,-5%,-10%,1%,2%,-34%[inhibitor],-14%,0%
CCOc1ccc(/C(C)=N/NC(=O)Cn2nc([N+](=O)[O-])cc2C)cc1,.,-5%,-19%,5%,.,.,i,-1%
CC(=O)Nc1ccc(S(=O)(=O)NNC(=O)c2cccc(Br)c2)cc1,4%,-2%,-3%,-6%,-8%[46 µM],-24%,-4%,1%
CCOC(=O)N1CCN(c2nc3c(c(=O)[nH]c(=O)n3C)n2Cc2ccccc2Cl)CC1,-10%,-5%,2%,-2%,?,13%,i,-13%
O=C1c2ccccc2C(=O)N1CCCC(=O)N1CCc2ccccc21,1%,0%,3%,9%,-5%,-8%,0%,6%
CNC(=O)CCc1ccc(OC)cc1,.,-5%,0%,-3%,.,.,-3%,0%
Cc1ccsc1/C=C1\SC(N)=NC1=O,23%,-4%,4%,-3%,3%,15%,5%,45%[activator]
O=C(/C=C/c1ccccc1)N/C(=C/c1ccccc1)C(=O)N1CCCCC1,14µM*,-4%,-13%,6%,-5%,.,-1%,.
O=[N+]([O-])c1c(Nc2ccccc2)ccc2nonc12,-3%,-5%,0%,-1%,-5%,21%,3%,-5%
S=c1[nH]nc(-c2ccncc2)n1/N=C/c1cn(-c2ccccc2)nc1-c1ccc(Cl)cc1,.,-1%,-2%,0%,.,.,-3%,7%
C=CCCC(=O)Nc1nc(C)c(-c2csc(Nc3ccc(Cl)cc3Cl)n2)s1,?,-1%,-10%,3%,-5%,-18%,i,11%
Cc1nc(N)sc1Cc1ccc2c(c1)OCO2,?,-3%,-11%,-6%,-11%,0%,-2%,-1%
CC(C)NC(=S)NC(=O)c1ccc(Cl)cc1Cl,?,0%,-3%,-2%,-19%,0%[1.84 µM],-7%,9%
COC(=O)c1sc(S(=O)(=O)NCCC(=O)O)c(C(=O)OC)c1C,-4%,-2%,-23%,12%,.,13%,18%,11%
C/C(=N\NC(=O)c1cccc(S(=O)(=O)N2CCCC2)c1)c1ccco1,-13%,-5%,3%,1%,.,.,-5%,6%
O=C(c1ccc(Br)o1)N1CCN(c2ccccc2F)CC1,12%,1%,-6%,1%,-1%,-10%,6%,0%
C[C@@H]1C[C@](C)(C(=O)c2ccc3ccccc3c2)C=C1c1ccc2ccccc2c1,3%,0%,2%,12%,.,4%,i,-5%
Cc1cc(NC(=O)C(C)(C)C)no1,11%,0%,-1%,2%,10%,8%,-2%,0%
O=C(CO/N=C/c1c(Cl)cccc1Cl)NNC(=O)c1ccc(Cl)cc1,.,-2%,-11%,0%,.,.,-2%,1%
CCn1cc(C(=O)OCC(=O)Nc2ccc(C(C)C)cc2)c(=O)c2ccc(C)nc21,14µM*,-6%,6%,1%,-11%[46 µM],0%,-8%,5%
Oc1ccc(/C=N/NC2=NCCCCC2)cc1,18µM*,-1%,-22%,-14%,6%,-8%,-5%,5%

# Among those listed so far, 9 have a Cl atom:
SMILES,ALDH1A1 inh,TR SRC2 fluor cs,JMJD2E inh,TRb-SRC2 inh,Lamin A splicing,SMN2 splice enh,RECQ1 helicase,GoLoco inh red
Cc1oc(-c2ccccc2Cl)nc1CSCC(=O)O,-10%,3%,3%,0%,-3%,-9%,-6%,6%
O=C(/C=C/c1cccc([N+](=O)[O-])c1)Nc1ccc(Cl)cn1,3%,0%,-12%,-4%,.,10%,i,3%
O=C(C1CCCO1)N1CCN(C(=S)Nc2ccc(F)c(Cl)c2)CC1 (configuration not stated),-12%,0%,4%,13%,.,2%,21%,50%[activator]
O=C(COc1ccc(Cl)cc1Cl)N1CCCN(C(=O)COc2ccc(Cl)cc2Cl)CC1,8%,-5%,-10%,1%,2%,-34%[inhibitor],-14%,0%
CCOC(=O)N1CCN(c2nc3c(c(=O)[nH]c(=O)n3C)n2Cc2ccccc2Cl)CC1,-10%,-5%,2%,-2%,?,13%,i,-13%
S=c1[nH]nc(-c2ccncc2)n1/N=C/c1cn(-c2ccccc2)nc1-c1ccc(Cl)cc1,.,-1%,-2%,0%,.,.,-3%,7%
C=CCCC(=O)Nc1nc(C)c(-c2csc(Nc3ccc(Cl)cc3Cl)n2)s1,?,-1%,-10%,3%,-5%,-18%,i,11%
CC(C)NC(=S)NC(=O)c1ccc(Cl)cc1Cl,?,0%,-3%,-2%,-19%,0%[1.84 µM],-7%,9%
O=C(CO/N=C/c1c(Cl)cccc1Cl)NNC(=O)c1ccc(Cl)cc1,.,-2%,-11%,0%,.,.,-2%,1%

# Assay outcomes (PubChem)
